# Assay outcomes from PubChem.
# RBX1-CUL1 inh: human ROC1-CUL1 E3 ligase inhibition; P62877+Q13616; in vitro K48 di-Ub FRET, acceptor:donor ratio, 45 min; inhibition, % at 10 µM; 0.6% of 140,000 active; in the data active means inhibition above about 25%
# Target sequence (P62877 whole entry, looked up): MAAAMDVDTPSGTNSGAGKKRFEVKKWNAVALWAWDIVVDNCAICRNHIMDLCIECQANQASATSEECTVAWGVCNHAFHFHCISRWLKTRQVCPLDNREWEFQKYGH
# Target sequence (Q13616 whole entry, looked up): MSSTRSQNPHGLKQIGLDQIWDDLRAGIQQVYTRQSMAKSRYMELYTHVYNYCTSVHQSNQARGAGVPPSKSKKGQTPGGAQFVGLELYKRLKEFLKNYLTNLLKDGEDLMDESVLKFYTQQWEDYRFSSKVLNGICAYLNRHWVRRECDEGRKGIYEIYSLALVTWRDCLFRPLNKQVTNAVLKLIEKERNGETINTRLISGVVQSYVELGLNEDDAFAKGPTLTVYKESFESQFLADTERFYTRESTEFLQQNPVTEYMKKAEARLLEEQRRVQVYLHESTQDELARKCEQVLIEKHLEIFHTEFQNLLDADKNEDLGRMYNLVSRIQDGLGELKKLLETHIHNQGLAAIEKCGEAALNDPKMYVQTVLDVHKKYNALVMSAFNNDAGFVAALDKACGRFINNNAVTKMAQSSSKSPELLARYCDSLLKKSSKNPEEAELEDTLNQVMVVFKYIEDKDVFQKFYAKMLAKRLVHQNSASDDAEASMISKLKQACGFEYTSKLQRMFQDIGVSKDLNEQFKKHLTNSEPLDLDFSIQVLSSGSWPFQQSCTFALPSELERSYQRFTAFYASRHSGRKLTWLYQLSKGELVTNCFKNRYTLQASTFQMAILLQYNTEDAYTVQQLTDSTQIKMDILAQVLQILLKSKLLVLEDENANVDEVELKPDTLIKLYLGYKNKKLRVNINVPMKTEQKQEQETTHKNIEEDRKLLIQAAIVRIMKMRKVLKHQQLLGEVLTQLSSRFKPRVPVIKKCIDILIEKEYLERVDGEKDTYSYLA
# Active calls of the source: *. Some of the compounds tested (hit frequency here may not be typical).
RBX1-CUL1 inh | SMILES
10.8 | CCCCOc1ccc(C(=O)Nc2ccc(S(=O)(=O)Nc3nc(C)cc(C)n3)cc2)cc1
0.1 | Cc1ccc(C2c3c(n[nH]c3C(C)(C)C)OC(=N)C2C#N)s1 (stereo not given)
4.8 | CN(C(=O)NC1CCCCC1)c1ccc2c(c1)nc1n2CCOC1
4.5 | CCS(=O)(=O)Nc1ccc(Nc2ccccc2)cc1
-2.1 | NC(=O)[C@@H]1CCCN1C(=O)CC1c2ccccc2CCc2ccccc21
-5.3 | CCOC(=O)C1=C(c2ccccc2)N=c2s/c(=C\c3ccc(O)cc3)c(=O)n2C1c1cccc(OC)c1OC (stereo not given)
5.8 | Cn1c(COc2ccccc2)nnc1SCC(=O)c1ccc(Br)cc1
5.1 | Cc1ccc(-n2nc3ccc(NC(=O)Cc4ccc(Cl)cc4)cc3n2)cc1
5.0 | Cc1cc(NC(=O)CN2CCOCC2)c2ccccc2n1
1.9 | O=C(NC12CC3CC(CC(C3)C1)C2)N1CCN(C(c2ccccc2)c2ccccc2)CC1
3.7 | CN1CCN(c2ncnc(N3CCN(C)CC3)c2[N+](=O)[O-])CC1
2.5 | N#Cc1ccc(-c2csc(NNC(=O)c3ccc(Br)cc3)n2)cc1
6.0 | CN(C)CC(=O)NC1CC(=O)N(CCc2ccccc2)C1 (stereo not given)
-5.9 | COc1ccc2c(c1)C(=O)N(c1ccc(C)cc1)C(=O)/C2=C/N1CCOCC1
3.4 | CCCCc1c(C)nc(Nc2nc(C)c3ccc(C)cc3n2)[nH]c1=O
-1.1 | CCC(=O)N1CCc2cc(Br)cc(S(=O)(=O)N(CC)Cc3ccccc3)c21
1.2 | Cc1oc(-c2ccoc2)nc1CN1C[C@]2(C)C[C@H]1CC(C)(C)C2
5.3 | O=C(O)C1=C(Cc2ccccc2)C(=O)c2ccccc21
3.1 | CC(C)OC(=O)C1=c2s/c(=C\c3ccc(Br)cc3)c(=O)n2C(=N)C(C#N)C1c1ccc(Br)cc1 (stereo not given)
6.5 | O=C1NC2(O)C3C4CC5C6C4C2C6C1(O)C53 (stereo not given)
-7.4 | CC(C)(C)C(=O)Cn1c(=O)n(CCCCCC(=O)NCc2ccccc2Cl)c(=O)c2sccc21
-4.1 | CCc1ccccc1N1CC(c2nc3ccccc3n2CCCOc2ccc(Cl)cc2)CC1=O (stereo not given)
0.8 | Cc1cc(S(=O)(=O)N2CCCN(S(=O)(=O)c3cc(C)c(Cl)cc3Cl)CC2)c(Cl)cc1Cl
0.6 | Nn1c(SCC(=O)NCCc2ccccc2)nc2ccccc2c1=O
1.9 | CC(C)c1ccc(C(=O)NCc2ccc(F)cc2)cc1
-9.4 | CCCn1cc([C@@H]2C[C@H]3CN(Cc4ccccc4OC)C(=O)[C@]34CCCN24)c(C)n1
-14.7 | CC1=Nc2nc(SCc3ccc(Cl)cc3)nn2C(c2cccs2)C1C(=O)Nc1ccc(C)cc1C (stereo not given)
-0.9 | CCN(CC)CCN(CC)C(=O)CCc1nnc(-c2ccc3c(c2)OCO3)o1
-2.3 | CCOC(=O)c1cnc2ccc(OC)cc2c1Nc1cccc(C(F)(F)F)c1
3.3 | Cn1c(=O)c2c(nc(Cl)n2CC2CC2)n(C)c1=O
-3.5 | Clc1ccc(-c2csc(N3CCCN(c4nc(-c5ccc(Cl)cc5)cs4)CC3)n2)cc1
11.0 | CC(=O)c1cccc(NC(=O)c2c(-c3ccccc3)c(-c3ccccc3)nn(C)c2=O)c1
-9.3 | CC(NC(=O)Cn1ncc2c3ccccc3n(Cc3ccc(F)cc3)c2c1=O)c1ccccc1 (stereo not given)
-0.8 | CN(C)C(=O)N1CCC(C(=O)N2CCCC(Nc3ccccc3)C2)CC1 (stereo not given)
-14.0 | CCOc1cc(C2C3C(=O)CC(C)(C)CC3=Nc3ccccc3N2C(=O)c2ccccc2)ccc1O (stereo not given)
-1.4 | COc1cccc(OCc2cc(C(=O)N3CCCO3)n[nH]2)c1
-1.1 | COc1ccc(C(CC(=O)NCc2ccccc2)N2Cc3ccccc3C2=O)cc1 (stereo not given)
-8.1 | CCOc1ccc(/C=N\NC(=O)CSc2nnnn2-c2ccc(OC)cc2)cc1OC
-4.8 | O=C(NC1CCCN(CC2CCCCC2)C1)c1ccc2[nH]ccc2c1 (stereo not given)
-0.8 | O=c1oc(-c2ccc(F)cc2)nc2scc(-c3ccc(Br)cc3)c12
1.8 | CCCCCC(=O)NNC(=O)c1cc2nc(-c3ccccc3)cc(C(F)(F)F)n2n1
-12.2 | COc1ccc(OC)c(CNC(=O)c2nn(-c3ccc(OC)c(Cl)c3)c(=O)c3c2c2ccccc2n3C)c1
-5.1 | CC(C)CC(C)NC(=O)c1ccncc1 (stereo not given)
2.9 | CSc1nc2sc3c(c2c(=O)n1Cc1ccccc1)CCC(C(C)(C)C)C3 (stereo not given)
2.6 | Cc1ccc(CNC(=O)CCS(=O)(=O)c2cc3c(cc2C)NC(=O)CO3)cc1
1.4 | Cc1ccccc1Nc1sc(C(=O)c2ccc3c(c2)OCO3)c(N)c1S(=O)(=O)c1ccccc1
0.1 | CC(=O)Nc1ccc2n(C)c(-c3ccccc3)c[n+]2c1
6.4 | COc1cccc(NC(=O)C2CCC(CNS(=O)(=O)c3csc(C(N)=O)c3)CC2)c1 (stereo not given)
1.6 | Cc1onc(-c2ccccc2)c1C(=O)N/N=C/c1ccc(O)c([N+](=O)[O-])c1
1.4 | Cn1c(=O)c2c(nc(NCc3cccnc3)n2Cc2cccc(Br)c2)n(C)c1=O
-1.5 | O=C(Cn1cnc2ccccc2c1=O)Nc1cc(Cl)ccc1Oc1ccccc1
-3.5 | Nc1cccc(-c2cn3ccsc3n2)c1
7.4 | Cc1cccc(C)c1NC(=O)Cn1nc(C)c2sc3ccccc3c2c1=O
-6.2 | Cn1ccnc1C1CCCCN1C(=O)CC1(c2ccccc2Cl)CC(=O)N(C2CCCC2)C1=O (stereo not given)
3.9 | Cc1cccc(C)c1C(=NCCN(C)C)c1ccccc1
-2.9 | CC(C)c1ccccc1NC(=O)CN1C(=O)c2ccccc2C1=O
2.5 | COc1ccc(C(c2c(C)[nH]n(-c3nc(-c4ccccc4O)cs3)c2=O)c2c(C)[nH]n(-c3nc(-c4ccccc4O)cs3)c2=O)cc1
1.5 | CCSc1nnc2c(n1)OC(c1cc(OC)c(OC)c(OC)c1)Nc1ccccc1-2 (stereo not given)
-1.3 | S=C(NCc1cccs1)Nc1cccc(Cl)c1
6.7 | Nc1c(C(=O)Nc2ccccc2Br)sc2ncccc12

# Continued.
RBX1-CUL1 inh | SMILES
10.1 | CCC(=O)Nc1ccc(-c2nnc(-c3ccccc3C)o2)cc1
-1.0 | COCCCNC(=O)c1c(C)nn(-c2ccc(F)cc2)c1-n1cccc1
1.8 | COc1ccc(-c2noc(CN(C(C)C)S(=O)(=O)c3ccc(Br)cc3)n2)cc1
-4.7 | CCOc1ccc(C(=O)c2cn(Cc3ccc(F)cc3)c3ccc(F)cc3c2=O)cc1
2.6 | O=C(/C=C/c1ccc(Cl)c(Cl)c1)Nc1cccnc1
6.1 | CCCOc1cccc(C2c3c(oc4ccc(F)cc4c3=O)C(=O)N2Cc2ccc3c(c2)OCO3)c1 (stereo not given)
-8.1 | C=C(C)Cn1c(SCC(=O)c2ccc(F)cc2)nc2sc3c(c2c1=O)CCCC3
-2.3 | CCOc1ccc(NC(=S)NC(=O)CCN2C(=O)c3ccccc3C2=O)cc1
8.3 | COc1ccccc1CCN1CCCC(CN(C)Cc2cc(C)[nH]n2)C1 (stereo not given)
-0.8 | COc1ccc(-c2nnc(SCC(=O)Oc3c(C)cccc3C)o2)cc1OC
2.6 | OCCNCc1cccc(OCc2ccccc2Cl)c1
-0.5 | CCCCNC(=O)C1CCC(Cn2c(=O)c3sccc3n(CC(=O)N3CCCC3)c2=O)CC1 (stereo not given)
2.4 | OC1CCN(CC(O)COc2cccc(CN3CCOCC3)c2)CC1 (stereo not given)
-4.4 | Cc1cccc(CSc2nnc3c(n2)[nH]c2ccccc23)c1
9.7 | CN(C)C1(C(=O)N[C@@H](Cc2ccccc2)C(N)=O)Cc2ccccc2C1
7.6 | Cc1ccc(/C=C2/SC(=S)N(CC(=O)O)C2=O)cc1
-6.8 | COc1ccc(CN(Cc2cc3c(OC)ccc(OC)c3nc2N(C)C)C(=O)C2CCC2)cc1
-3.3 | CN1CCN(C(=O)Cn2c(-c3cccs3)cc3cc(Cl)ccc32)CC1
1.1 | O=C(CSc1nnc(-c2ccccc2F)o1)Nc1ccccc1Cl
5.0 | COc1cc(/C=C2\C(=O)NN(c3ccccc3)C2=O)ccc1OCCCOc1ccccc1
-4.7 | CC1=NC(=O)CC(c2ccc(F)cc2F)C1C(=O)OC1CCCC1 (stereo not given)
-9.2 | COc1cccc(-c2ccc3c(N)c(C(=O)Nc4cccc(Cl)c4C)sc3n2)c1
2.0 | CC(NCc1cc(Br)ccc1OCc1ccc(F)cc1)c1ccccc1 (stereo not given)
7.3 | CN(C)c1ccc(/C=C/c2noc(-c3ccccc3O)n2)cc1
-3.5 | CCC(=O)N1CCCc2cc(S(=O)(=O)N3CCC(C(=O)NCc4ccc(F)cc4)CC3)ccc21
2.7 | CCOC(=O)c1sc2nc(SC)nc(Nc3ccc(F)cc3)c2c1N
-2.8 | Cc1ccc(C)c(N(C(C)C(=O)NC2CC2)S(C)(=O)=O)c1 (stereo not given)
-7.0 | Cc1cc(C)c2c(c1)Cc1ccccc1S2(=O)=O
-4.3 | COc1ccc(NS(=O)(=O)c2ccc(NC(NC(=O)c3ccccc3)(C(F)(F)F)C(F)(F)F)cc2)nn1
1.9 | COc1ccccc1NS(=O)(=O)c1cc2c(cc1Cl)NC(=O)CO2

# Reformatted: 4 of the compounds above.
molecule,RBX1-CUL1 inh
CC(NCc1cc(Br)ccc1OCc1ccc(F)cc1)c1ccccc1 (stereo not given),2.0
Cc1ccc(/C=C2/SC(=S)N(CC(=O)O)C2=O)cc1,7.6
COc1cc(/C=C2\C(=O)NN(c3ccccc3)C2=O)ccc1OCCCOc1ccccc1,5.0
CCC(=O)Nc1ccc(-c2nnc(-c3ccccc3C)o2)cc1,10.1

# New compounds follow:
RBX1-CUL1 inh | SMILES
5.9 | COc1cccc(Cn2c(C)c(CNCc3cccc(C)c3)c(C(=O)O)c2C)c1
-7.3 | CCOC(=O)c1c(-c2ccc(-c3ccccc3)cc2)csc1N1C(=O)CCC1=O
-5.1 | Cc1ccc(SCCC(=O)NC(C(C)C)C(C)C)cc1
3.1 | Cc1cn2c3c(=O)n(CCc4ccccc4)c(=O)n(C)c3nc2n1C
-0.8 | Cc1ccc(CNC(=O)CC2Oc3ccccc3NC2=O)cc1 (stereo not given)
2.7 | CCN(CC)c1ccc(NC(=S)NC(C)=O)cc1
0.6 | Cc1ccccc1-n1c(=O)c2c(n3c(SCCC(C)C)nnc13)-c1ccccc1CC21CCCCC1
0.1 | COc1ccc(Cc2nc3ccc(C(=O)NCc4ccccc4C)cc3o2)cc1
-5.3 | CCc1ccccc1NS(=O)(=O)c1ccc2c(c1)CCN2C(=O)C1CC1
-2.9 | Cc1ccccc1-c1nc2cc(NC(=O)CSc3ccccc3)ccc2o1
-2.3 | C(#Cc1cccc2ccccc12)/C=C/c1ccc2ccccc2c1
0.6 | CN1Cc2ccccc2C2CCc3ccccc3C21 (stereo not given)
4.9 | CN(C)CCNC(=O)CCC1CCN(Cc2nccs2)CC1
-6.1 | COCCO[C@H]1[C@H](NC(=O)C(C)C)c2ccccc2C12CCN(Cc1cccc(F)c1F)CC2
6.9 | Cc1ccc(NC(=O)CCc2c(C)nn(-c3ccc(N4CCOCC4)nn3)c2C)cc1F
-3.6 | Cc1ncc2c(c1CNS(=O)(=O)c1cccs1)CCN(C(=O)c1cccc3c(C)c(C)[nH]c13)C2
-14.2 | CC(C)CNC(=O)c1cc2c(=O)n3ccccc3nc2n1C
3.6 | CC(C)Oc1ccc(CC2=NC(=S)NC2=O)cc1
1.1 | CCCCNc1nc(Oc2ccc(OCCC)nn2)nc(N(C)C)n1
7.7 | O=C(CSc1nnc(NC(=O)c2ccccc2Br)s1)Nc1ccc(N2CCOCC2)c(Cl)c1
-4.6 | CCNC(=O)N1CCNC(=O)C1CC(=O)N1CCN(c2ccccc2)CC1 (stereo not given)
2.9 | Cc1cccc(N(C)S(=O)(=O)c2nnc(NC(=O)C(C)Oc3ccccc3)s2)c1 (stereo not given)
7.3 | Cc1ccc(CNC(=O)CSc2nc3ccc(NC(=O)c4ccccc4C)cc3s2)cc1
-4.2 | CC(=O)N1CCN(S(=O)(=O)c2ccc(C(=O)Nc3cccc(C)c3)cc2)CC1
-8.9 | Cc1oc(-c2cccc(Cl)c2)nc1CSc1nc2ncccc2[nH]1
5.3 | O=C(NC1CCCC1)c1ccc(Cn2cc(Br)cn2)cc1
2.5 | Cc1cccc(-c2cnc(-c3ccncc3)nc2C2CCN(C(=O)c3ccc(F)c(F)c3)CC2)c1
-0.5 | CCOC(=O)C1C=Nc2c(-c3ccccc3)c(C)nn2C1=O (stereo not given)
-3.4 | CCOc1ccccc1NC(=O)c1cc(Cl)ccc1OC
-8.0 | CCOC(=O)C1(Cc2ccc(OC)cc2)CCN(C(=O)CN(C)Cc2ccncc2)CC1
7.7 | COc1ccccc1CNC(=S)NCCc1ccccc1
1.2 | O=C(Cn1cncn1)N1CCCC(CCc2ccc(F)c(F)c2)C1 (stereo not given)

# Among those listed so far, 11 contain bromine:
RBX1-CUL1 inh | SMILES
5.8 | Cn1c(COc2ccccc2)nnc1SCC(=O)c1ccc(Br)cc1
2.5 | N#Cc1ccc(-c2csc(NNC(=O)c3ccc(Br)cc3)n2)cc1
-1.1 | CCC(=O)N1CCc2cc(Br)cc(S(=O)(=O)N(CC)Cc3ccccc3)c21
3.1 | CC(C)OC(=O)C1=c2s/c(=C\c3ccc(Br)cc3)c(=O)n2C(=N)C(C#N)C1c1ccc(Br)cc1 (stereo not given)
-0.8 | O=c1oc(-c2ccc(F)cc2)nc2scc(-c3ccc(Br)cc3)c12
1.4 | Cn1c(=O)c2c(nc(NCc3cccnc3)n2Cc2cccc(Br)c2)n(C)c1=O
6.7 | Nc1c(C(=O)Nc2ccccc2Br)sc2ncccc12
1.8 | COc1ccc(-c2noc(CN(C(C)C)S(=O)(=O)c3ccc(Br)cc3)n2)cc1
2.0 | CC(NCc1cc(Br)ccc1OCc1ccc(F)cc1)c1ccccc1 (stereo not given)
7.7 | O=C(CSc1nnc(NC(=O)c2ccccc2Br)s1)Nc1ccc(N2CCOCC2)c(Cl)c1
5.3 | O=C(NC1CCCC1)c1ccc(Cn2cc(Br)cn2)cc1
